Compound activity (PubChem BioAssay)
GPR151 activ: activators of human GPR151, primary screen, cell-based, PathHunter beta-arrestin, luminescence | G-protein coupled receptor 151 (Homo sapiens), Q8TDV0 | PathHunter beta-arrestin GPR151 cells | activation, % at 11.2 µM | 1% of 650,000 active | AID 1508602, 2020; in the data active = activation above about 4.9%;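 also: 0% = median of compound wells and 100% = cells with positive control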
Target sequence (Q8TDV0 whole entry, looked up): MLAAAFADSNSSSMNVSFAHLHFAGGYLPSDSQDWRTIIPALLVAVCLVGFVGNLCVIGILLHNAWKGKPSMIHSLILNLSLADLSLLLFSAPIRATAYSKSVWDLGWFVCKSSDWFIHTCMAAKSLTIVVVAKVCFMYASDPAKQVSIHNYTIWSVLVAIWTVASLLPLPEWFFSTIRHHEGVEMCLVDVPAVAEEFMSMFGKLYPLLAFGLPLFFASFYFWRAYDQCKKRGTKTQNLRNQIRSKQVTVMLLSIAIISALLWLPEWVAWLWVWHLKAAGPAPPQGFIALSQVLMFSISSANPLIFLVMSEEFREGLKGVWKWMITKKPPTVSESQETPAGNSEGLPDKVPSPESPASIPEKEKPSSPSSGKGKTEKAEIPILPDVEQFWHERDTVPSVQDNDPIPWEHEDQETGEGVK
FBW7 act: FBW7 E3 ligase activators, primary screen, biochemical, AlphaScreen, human; F-box/WD repeat-containing protein 7 (Homo sapiens), Q969H0; AlphaScreen FBW7–phospho-cyclin E peptide binding, activator screen; normalized activity (activation), % at 26.1 µM; 0.13% of 650,000 active; in the data active = normalized activity above about 1.9%;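 also: purified mutant Fbw7 with reduced substrate affinity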
Target sequence (Q969H0 whole entry, looked up): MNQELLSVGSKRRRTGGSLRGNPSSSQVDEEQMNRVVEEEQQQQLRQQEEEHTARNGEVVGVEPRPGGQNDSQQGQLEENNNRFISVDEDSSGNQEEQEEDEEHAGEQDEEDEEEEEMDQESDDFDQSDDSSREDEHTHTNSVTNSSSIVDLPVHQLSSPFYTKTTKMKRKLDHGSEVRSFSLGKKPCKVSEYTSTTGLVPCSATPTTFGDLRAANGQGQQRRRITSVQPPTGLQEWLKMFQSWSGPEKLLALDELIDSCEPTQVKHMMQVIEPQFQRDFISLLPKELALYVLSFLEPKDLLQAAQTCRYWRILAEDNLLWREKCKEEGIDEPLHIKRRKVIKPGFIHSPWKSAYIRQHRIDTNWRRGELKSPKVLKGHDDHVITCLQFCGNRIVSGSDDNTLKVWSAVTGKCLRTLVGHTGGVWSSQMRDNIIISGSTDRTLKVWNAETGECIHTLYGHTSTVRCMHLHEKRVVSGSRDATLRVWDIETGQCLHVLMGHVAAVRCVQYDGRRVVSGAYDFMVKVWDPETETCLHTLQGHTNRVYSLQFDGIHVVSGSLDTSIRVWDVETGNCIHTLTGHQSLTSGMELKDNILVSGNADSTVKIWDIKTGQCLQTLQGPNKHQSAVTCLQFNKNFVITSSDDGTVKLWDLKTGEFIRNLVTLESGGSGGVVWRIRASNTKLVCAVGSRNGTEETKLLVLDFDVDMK
MITF primary: MITF inhibitors, primary screen, biochemical, AlphaScreen, human; AlphaScreen MITF homodimerization, bead proximity signal; Microphthalmia-associated transcription factor (Homo sapiens), O75030; 0.91% of 650,000 active; inhibition, % at 2.6 µM; in the data active = inhibition above about 50%;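 also: 0% = vehicle wells with protein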
TEAD-YAP block: TEAD-YAP interaction inhibition, primary screen, TEAD-YAP interaction inhibitor project, luminescence, HEK-TIYL cells. TEAD-Gal4/YAP UAS-luciferase luminescence. inhibition, % at 9.12 µM. 1.4% of 640,000 active; in the data active = inhibition above about 32%;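 also: 0% = median of test compound wells and 100% = reference inhibitor wells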
The depositor's hits bear a star; & = joins results of further samples.

Structure | GPR151 activ | FBW7 act | MITF primary | TEAD-YAP block
NC(=O)c1ccc(NC(=O)COC(=O)CCC(=O)c2cccs2)cc1 | 3.2 | 0.3 | 20 | -10
CC1(C)CC(C(CCN2C(=O)CCC2=O)c2ccccc2)CCO1 (configuration not stated) | 0.4 | -0.1 | 4 | 3
CCOC(=O)C1=C(C)N=c2s/c(=C/c3c(C)[nH]c4ccccc34)c(=O)n2C1c1cccs1 (configuration not stated) | -2.2 | -0.1 | -9 | 0
O=C(COc1ccc2c3c(c(=O)oc2c1)CCCC3)c1ccc(Br)cc1 | -1.0 | 0.5 | 6 | 9
O=C(O)CNC(=S)N(Cc1ccccc1)Cc1cccnc1 | 0.2&-0.2 | 0.9&0.1 | 15&1 | 1&9
Cc1ccc(OC(=O)N[C@H]2C[C@H]3C(=O)N[C@@H](CC(C)C)C(=O)N3C2)cc1 | 1.9 | -0.1 | 11 | 12
O=C(CC(NCCc1ccccc1)C(=O)O)Nc1ccc(Cl)cc1 (configuration not stated) | 1.0 | -0.2 | 7 | -13
CCOC(=O)c1c(NC(=O)CCC(=O)O)sc2c1CCN(C(=O)OCC)C2 | 0.5 | 0.0 | -409 | -2
O=C(Cc1cccs1)N1CCN=C1SCc1ccc([N+](=O)[O-])cc1 | 1.1 | 0.1 | 11 | 6
COc1ccc(CN2CCN(Cc3csc(C)c3C)CC2)c(OC)c1OC | 0.1 | -0.1 | 5 | 5
Cc1nc(N2CCC(C)CC2)nc(N2CCN(c3ccccc3)CC2)c1[N+](=O)[O-] | -0.3 | -0.2 | -22 | 4
Brc1ccc(-c2cn3c4ccccc4nc3n2CCN2CCOCC2)cc1 | -1.3 | -0.1 | -3 | -9
O=[N+]([O-])c1cccc(-c2noc(CCCOc3ccc(Cl)cc3Cl)n2)c1 | 0.2 | 0.2 | 2 | 12
O=C(CCNS(=O)(=O)c1ccc(Br)cc1)NCc1ccccc1Cl | -0.5 | 0.0 | 1 | 8
O=C(Cc1ccc([N+](=O)[O-])cc1)Nc1nnc(C2CC2)s1 | -1.6 | 0.1 | -2 | -7
CC(C)n1c(N2CCN(C(=O)Nc3ccccc3)CC2)nc2ccccc21 | 0.2 | -0.1 | 3 | -18
Cc1c(C(=O)Nc2ccccc2C(N)=O)sc2nc(-c3cccc([N+](=O)[O-])c3)cn12 | -1.1 | -0.1 | -3 | -8
CCCC1(CCC)NC(=O)N(CCN2C(=O)c3ccccc3C2=O)C1=O | 0.8 | 0.0 | 11 | 4
CC1CCCC(C)N1C(=O)CN(C)S(=O)(=O)c1ccc2c(c1)C(C)(C)C(=O)N2C (configuration not stated) | 1.8 | 0.0 | 4 | -1
CCOC(=O)c1c(C)n(-c2ccccc2)c2cc(Br)c(OC)cc12 | 1.1 | 0.0 | 5 | 1
O=c1c2ccccc2nc(SCc2c(F)cccc2Cl)n1Cc1cccs1 | -0.3 | -0.2 | -11 | -1
COc1cnc(-c2cccnc2)nc1-c1cccc(C(F)(F)F)c1 | -2.5 | 0.0 | 20 | 9
CCn1c(SCC(=O)Nc2cccc(C)n2)nc2c1c(=O)n(C)c(=O)n2C | -0.3 | 0.0 | 8 | 3
CC(=O)Nc1ccc2nc(NC(=O)COc3ccccc3Cl)sc2c1 | -0.2 | 0.0 | -1 | -44
O=S(=O)(c1ccc(-c2csc(=Nc3ccc(OC(F)(F)F)cc3)n2CCCO)cc1)N1CCCC1 | 0.4 | -0.3 | 9 | 10
COc1ccccc1NC(=O)c1ccc(SCC(=O)NC2CCCCCC2)c([N+](=O)[O-])c1 | 8.3* | 0.0 | 15 | 13
CCOc1cc(-c2nc3sc4c(c3c(=O)[nH]2)CCCC4)ccc1OCc1ccccc1Cl | -0.5 | 0.0 | 7 | -5
CC(CC(=O)NC1=NCCS1)n1ccnc1 (configuration not stated) | 1.6 | -0.2 | -9 | -4
CC(=O)Nc1ccc(NC(=O)c2cnn(-c3ccccc3)c2C2CCNCC2)cc1 | -1.3 | 0.6 | 11 | 12
CCOC(=O)c1ccc(NC(=S)NC(=O)c2ccccc2OC)cc1 | 3.2 | 0.4 | 6 | -2
Cc1cc(C)c(S(=O)(=O)N2CCCC(C)C2)cc1Br (configuration not stated) | 1.1 | 0.0 | 4 | 2
COC(=O)c1sccc1OCc1cccc(OC)c1 | -1.0 | 0.0 | -8 | -8
COc1cc(Nc2nc(-c3c(C)noc3C)ncc2C)cc(OC)c1OC | 1.3 | -0.2 | -3 | -1
COc1ccc(S(=O)(=O)N2CCC(C)CC2)cc1C | 0.0 | -0.2 | 4 | -1
COc1ccc(NC(=O)C2CCCC(C(=O)Nc3ccc(OC)cc3)C2)cc1 (configuration not stated) | -0.2 | -0.3 | 6 | -1
O=C(CCCCn1c(=O)[nH]c2ccsc2c1=O)N1CCN(C2CCCCC2)CC1 | -0.3 | 0.0 | 12 | 8
COc1cccc(/C(C)=N\N2CCN(c3ccc(Cl)cc3)CC2)c1 | -1.4 | 0.6 | 18 | 14
C=CCn1c2ccccc2c2nnc(SCC(=O)Nc3c(C)n(C)n(-c4ccccc4)c3=O)nc21 | 1.9 | -0.1 | 0 | -3
CC12CNCC(C)(CN(C3(O)C(=O)Nc4ccc(Br)cc43)C1)C2=O (configuration not stated) | 0.4 | 0.7 | 10 | 10
Nc1cc(OC(=O)c2ccc(Cl)cc2)nn1S(=O)(=O)c1ccc(F)cc1 | 0.1 | 0.3 | 16 | 1
CCOCCn1c(=NC(=O)C(C)C)sc2cc(NC(C)=O)ccc21 | 0.0 | -0.1 | -6 | -6
O=C1N=C(N2CCN(c3ccccc3[N+](=O)[O-])CC2)S/C1=C/c1cccs1 | 0.6 | 0.1 | 6 | -9
COc1ccc(CNC(=O)CCn2c(=O)oc3ccccc32)cc1 | -1.3 | 0.3 | -3 | -3
O=C(C1=CCCCC1)N1CCC[C@@H]2CN(Cc3cccs3)CC[C@H]21 | 0.7 | 0.8 | 16 | 8
CCOc1ccccc1NC(=O)c1cn(CC)c2nc(C)ccc2c1=O | 1.7 | 0.1 | 2 | 0
O=c1oc(-c2ccc(Oc3ccccc3)cc2)nc2ccccc12 | -7.2 | -0.1 | -5 | 25
COc1cccc(C(=O)Nc2nnc(COc3ccccc3Cl)s2)c1 | -0.1 | 0.5 | 17 | -2
Cc1ccc(C(C)C)cc1OCCOCCNCCN(C)C | 5.1* | 0.0 | -19 | 12

By substructure: the entries above with a COOH group
Structure | GPR151 activ | FBW7 act | MITF primary | TEAD-YAP block
O=C(O)CNC(=S)N(Cc1ccccc1)Cc1cccnc1 | 0.2&-0.2 | 0.9&0.1 | 15&1 | 1&9
O=C(CC(NCCc1ccccc1)C(=O)O)Nc1ccc(Cl)cc1 (configuration not stated) | 1.0 | -0.2 | 7 | -13
CCOC(=O)c1c(NC(=O)CCC(=O)O)sc2c1CCN(C(=O)OCC)C2 | 0.5 | 0.0 | -409 | -2

Next records.
Structure | GPR151 activ | FBW7 act | MITF primary | TEAD-YAP block
CCOC(=O)c1sc2c(c1NC(=O)CSc1ncnc3sc4c(c13)CCCC4)CCC(C)C2 (configuration not stated) | -0.9 | 0.8 | 1 | -1
N#Cc1ccc(OC(=O)Cn2c3ccccc3c(=O)c3ccccc32)cc1 | -1.2 | 0.6 | 6 | 6
CCOC(=O)C1=C(C)N=c2s/c(=C\c3ccc(-c4ccc(C(=O)O)cc4)o3)c(=O)n2C1c1c(OC)ccc2ccccc12 (configuration not stated) | 0.4 | -0.2 | 8 | 9
COc1cc(/C=C2/C(=N)N3C(c4ccccc4)=CSC3=NC2=O)ccc1OCc1ccc(F)cc1 | -1.3 | 0.2 | 11 | -28
NC(=O)COC(=O)c1ccc([N+](=O)[O-])cc1Cl | -0.4 | -0.1 | 5 | 8
Cc1ccc(CC2(CCC(=O)N(C)Cc3ccc(-n4cccn4)cc3)CCC(=O)N2)cc1 (configuration not stated) | 0.6 | -0.2 | 1 | 1
CCOC(=O)C1=CN(Cc2ccc(Cl)cc2)C=C(C(=O)OCC)C1c1ccccc1F | 0.3 | 0.0 | 3 | 9
CCOC(=O)CNC(=O)CSc1nc(-c2cccs2)nc2c1c(=O)n(C)c(=O)n2C | -0.4 | -0.1 | -13 | 3
COc1ccc(C(=O)NCc2nnc(SCC(=O)N3N=C(c4cccs4)CC3c3ccc(F)cc3)n2-c2ccccc2OC)cc1 (configuration not stated) | 0.1 | 0.4 | 11 | 5
O=C(c1nn2c(C(F)(F)F)cc(-c3cc(Br)cs3)nc2c1Br)N1CCCCC1 | -0.4 | 0.3 | 7 | -12
CCOc1ccc2c(c1)sc(=NC(=O)c1ccc(S(=O)(=O)N3CCCCCC3)cc1)n2C | 1.0 | -0.1 | -6 | -4
c1ccc2[nH]c(-c3cscn3)nc2c1 | -7.6&-5.5&-6.4&-5.3 | -0.1&-0.2&0.0&0.0 | -9&-16&15&18 | -42&-53
COc1ccc(CC(=O)OCC(=O)NNC(=O)c2ccccc2)cc1 | -0.3 | -0.1 | 5 | 3
O=C(NCC1Cc2cc(-c3cccnc3)ccc2O1)c1ccc2nccnc2c1 (configuration not stated) | 0.9 | -0.1 | -9 | 6
CC1CCCC(NC(=O)C2N(CCCN(C)Cc3ccccc3)C(=O)C3C(C(=O)Nc4ccc(F)c(Cl)c4)C4C=CC32O4)C1C (configuration not stated) | -0.2 | 0.1 | -1 | -7
CCc1ccc(NC(=O)Cn2c(=O)n(CCCCC(=O)NC(C)C)c(=O)c3ccccc32)cc1 | 2.4 | -0.1 | -16 | 7

Quoted at random: 4 entries already listed, in no set order.
Structure | GPR151 activ | FBW7 act | MITF primary | TEAD-YAP block
CCCC1(CCC)NC(=O)N(CCN2C(=O)c3ccccc3C2=O)C1=O | 0.8 | 0.0 | 11 | 4
CCOc1ccc2c(c1)sc(=NC(=O)c1ccc(S(=O)(=O)N3CCCCCC3)cc1)n2C | 1.0 | -0.1 | -6 | -4
COc1ccc(S(=O)(=O)N2CCC(C)CC2)cc1C | 0.0 | -0.2 | 4 | -1
Cc1ccc(CC2(CCC(=O)N(C)Cc3ccc(-n4cccn4)cc3)CCC(=O)N2)cc1 (configuration not stated) | 0.6 | -0.2 | 1 | 1

Other compounds.
Structure | GPR151 activ | FBW7 act | MITF primary | TEAD-YAP block
CC(C)Oc1ccc(C2C(C#N)=C(N)Oc3c2oc(CO)cc3=O)cc1 (configuration not stated) | 0.3 | 0.0 | 8 | -2
CCOC(=O)c1ccc(N2C(=O)CC(Cc3ccc(Cl)cc3)C2=O)cc1 (configuration not stated) | 9.6* | -0.3 | -8 | -2
Cc1ccc(S(=O)(=O)N(C)CC(=O)Nc2ccc(Nc3ccccc3)cc2)cc1 | 1.4 | -0.1 | 14 | 0
Cc1sc(NC(=O)c2cc(-c3ccc4c(c3)OCO4)nc3ccccc23)c(C(N)=O)c1C | -1.0 | -0.1 | 0 | 4
C/C(=N/NC(=O)CNc1ccc(Cl)cc1C)c1ccc(C)cc1 | 0.5 | 0.2 | 14 | -5
CCN(CC)c1ccc(/C=C(\C#N)c2ccc([N+](=O)[O-])cc2)cc1 | 2.3 | -0.1 | -1 | -6
CC1CC(C)CN(CCCNC(=O)Cc2c(C(=O)O)n(C)c3ccccc23)C1 (configuration not stated) | -0.1 | -0.2 | -3 | -7
Cc1ccc(-c2noc(CNC(=O)COc3ccc(Br)c(C)c3)n2)cc1 | -2.6 | 0.1 | -7 | 0
Cc1ccnc(SCC(=O)n2c(C)c(C)c3ccccc32)n1 | -0.6 | 0.0 | 9 | -22
COc1cc(C)ccc1OCCCOc1ccccc1[N+](=O)[O-] | 2.9 | -0.1 | 15 | -69
NC(=O)CCn1c(=S)n(CCC(N)=O)c2ccccc21 | 0.2 | 0.8 | 13 | 19
CCOC(=O)N1CCN(S(=O)(=O)c2ccc(C(=O)Nc3sc4c(c3C#N)CCC4)cc2)CC1 | 2.2 | 0.0 | 18 | 8
CCN(CC)c1nc(NCCN2CCOCC2)nc(Nc2ccnn2C)n1 | -0.6 | 0.1 | -5 | -6
COc1ccc(S(=O)(=O)CCC(=O)Nc2ccc(C)c(F)c2)cc1 | 0.5 | 0.0 | 10 | 8
Cc1cc(NC2CC2)nc(-c2ccccc2)n1 | -0.4 | 0.1 | -9 | -78
N#CC1=C(N)OC2=C(C(=O)CCC2)C12CCC1(CC2)OCCO1 | 0.1 | 0.4 | 12 | 4
CCc1ccc(NC(=O)[C@@H]2Cc3cc(F)ccc3CN2)cc1 | -0.2 | 0.2 | 7 | -36
CN(C)C=Nc1ccc2c(c1)OCCO2 | 1.9 | 0.0 | -7 | -2
CC1Sc2ccccc2N(CC(=O)N(C(C)C)C(C)C)C1=O (configuration not stated) | -0.6 | -0.1 | 24 | 9
COc1ccc(OC)c(C2NC(=O)N(C)C(C)=C2C(=O)OCCOc2ccccc2)c1 (configuration not stated) | -0.9 | -0.3 | 3 | -7
Cc1cc2nnc(SCc3ccccc3F)n2c2ccccc12 | 1.2 | -0.1 | 7 | -4
CCn1cc(CN2CCC(C3(CCC(C)C)NC(=O)NC3=O)CC2)c(C)n1 (configuration not stated) | 2.1 | 0.0 | 12 | 2
O=C(Nc1ccccc1)Nc1nc(-c2ccc(Cl)cc2Cl)cs1 | 0.5 | -0.1 | -7 | -13
O=C(Cn1nnc(-c2ccccc2NC(=O)c2ccccc2)n1)NC1CCCCC1 | -0.3 | 0.3 | 22 | -5
COc1cc(C(=O)NCC(c2cccn2C)N2CCN(C)CC2)cc(OC)c1OC (configuration not stated) | -0.1 | 0.0 | 2 | 1
COc1ccc(-n2nnnc2C2CCN(S(=O)(=O)c3ccc(F)cc3)CC2)cc1 | 0.7 | 0.0 | -12 | 8
O=C1CCN(c2nc3nonc3nc2N2CCCCCC2)CCN1 | -2.2 | 0.1 | 10 | 0
